Screens from PubChem BioAssay.
IMPase cell inh – IMPase inhibition in cells; P97697; CHO-M1 cells, IP1 accumulation, HTRF TR-FRET ratio; inhibition (IP1 accumulation), % at 46.1 µM; 120,000 tested, under 10 active; AID 901; active means well fitted curve in the direction sought with a large enough effect in the signal ratio, not every such curve was filed as active; inconclusive means small, poorly fitted or top-dose-only effect, or a change in a side signal; inactive means no such curve, though single readings can be large or run the other way; the % refers to the signal ratio;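 further: cells stimulated with carbachol in lithium chloride buffer; plate controls were DMSO basal wells for no effect and reference inhibitor wells for full effect; higher means more IMPase inhibition seen as more IP1 and lower FRET ratio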
Target sequence (P97697 whole entry, looked up): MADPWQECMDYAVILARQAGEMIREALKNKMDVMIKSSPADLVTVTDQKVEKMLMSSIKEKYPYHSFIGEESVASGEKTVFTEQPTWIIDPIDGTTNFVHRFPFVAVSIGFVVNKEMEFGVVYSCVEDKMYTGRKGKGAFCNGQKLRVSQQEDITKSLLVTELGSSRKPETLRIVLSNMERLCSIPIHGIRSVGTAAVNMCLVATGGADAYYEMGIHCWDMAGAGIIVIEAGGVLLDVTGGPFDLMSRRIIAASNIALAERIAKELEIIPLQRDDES
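Seeded CHO-M1 cells were dosed with compound at up to 46 uM, stimulated with carbachol for 30 min, then lysed in IP-One detection reagents. Higher IP1 lowers the TR-FRET signal.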
ALOX15B inhib – 15-hLO-2 (ALOX15B) enzyme inhibition | AID 881 | O15296 | Potency, µM (series often up to 57.1 µM), inactives show top-dose activity change, negative = inhibition, actives largely listed as inhibitors | purified 15hLO-2, xylenol orange hydroperoxide absorbance | actives 0.56% (n = 110,000); further: potency means the concentration at half of the fitted maximal effect; nearly all actives have a fitted effect of over 60% in size; many of its hits are not listed in these tables
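Read-out: hydroperoxide product oxidises ferrous iron, measured as xylenol orange complex via the 573-to-405 nm absorbance ratio after 30 min. Reaction: 50 nM enzyme, 15 min compound preincubation, 45 uM arachidonic acid, 90 min RT, Hepes pH 7.5 with Triton X-100.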
ALOX12 inhib – inhibitors of human 12-lipoxygenase (ALOX12); purified 12-hLO, xylenol orange hydroperoxide absorbance; Potency, µM (doses to about 57.1 µM), inactives show at the top dose activity change, negative = inhibition, usual class: inhibitors; actives 0.12% (n = 150,000); AID 1452; further: potency means the concentration at half of the fitted maximal effect; nearly all actives have a fitted effect of over 55% in size; many of its hits are not listed in these tables
Target sequence (P18054 whole entry, looked up): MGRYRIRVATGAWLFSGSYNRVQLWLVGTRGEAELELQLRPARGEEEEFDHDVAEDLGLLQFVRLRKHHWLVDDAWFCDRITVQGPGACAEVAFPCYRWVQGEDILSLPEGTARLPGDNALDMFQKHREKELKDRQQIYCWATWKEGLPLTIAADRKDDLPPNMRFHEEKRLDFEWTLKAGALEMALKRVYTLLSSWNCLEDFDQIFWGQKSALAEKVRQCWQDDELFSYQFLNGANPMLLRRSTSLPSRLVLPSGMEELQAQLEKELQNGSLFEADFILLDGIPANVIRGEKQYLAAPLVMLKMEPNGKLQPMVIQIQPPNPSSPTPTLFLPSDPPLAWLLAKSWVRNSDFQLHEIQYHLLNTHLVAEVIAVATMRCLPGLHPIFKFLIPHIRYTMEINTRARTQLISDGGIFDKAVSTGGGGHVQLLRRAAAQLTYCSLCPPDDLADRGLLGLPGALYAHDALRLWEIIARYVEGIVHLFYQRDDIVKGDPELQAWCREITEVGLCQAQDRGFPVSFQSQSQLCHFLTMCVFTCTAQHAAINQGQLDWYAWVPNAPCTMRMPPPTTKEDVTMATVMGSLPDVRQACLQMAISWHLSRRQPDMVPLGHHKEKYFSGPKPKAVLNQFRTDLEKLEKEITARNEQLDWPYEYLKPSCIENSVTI
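Lipoxygenase turnover measured by absorbance at 573 and 405 nm after Fe-XO development. Human 12hLO 150 nM, arachidonate 40 uM, pH 7.0 Hepes buffer with detergent; 15 min compound preincubation, 30 min reaction.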
PNC inhibitor – perinucleolar compartment assembly inhibition. PC3M PTB-GFP, PNC prevalence imaging, 16 h; active compounds read low. AID 2417. actives 3.1% (n = 140,000). activity change (PNC), negative = inhibition, % at 10 µM;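 active means readout at or below -70, meaning at least 70% loss of cells showing the perinucleolar compartment, a nuclear body marking cancer cells; inconclusive means readout between -30 and a set limit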;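 further: plate controls were DMSO wells for no effect and camptothecin positive control wells for full effect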
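Read-out is percentage of cells bearing a perinucleolar compartment, from automated 20x imaging of fixed, Hoechst-stained PC3M PTB-GFP cells. Cells were seeded 4 h, then exposed 16 h to compound (23 nl of library stock) in duplicate plates.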
Starred values were filed as active, the others as inactive; ? = inconclusive; nt = not tested or not shown; & = joins results of further samples; [ ] = dose if it differs, or a comment. Unless noted, the call rests on the fitted dose curve; in most records, active means well fitted curve in the direction sought with a large enough effect; inconclusive means small, poorly fitted or top-dose-only effect, or another doubt; inactive means no such curve, though single readings can be large; an effect the other way counts as inactive or inconclusive. Unless noted, on the % scale 0 is the no-effect control and ±100 the full control effect. These rows are one share of the data; count on the stated rates, not on these rows.

SMILES	IMPase cell inh	ALOX15B inhib	ALOX12 inhib	PNC inhibitor
CC(C(=O)N1CC2(C)CC1CC(C)(C)C2)N1C(=O)c2ccccc2C1=O (stereo unspecified)	7	-2%	-2%	?
COc1cc(NC(=O)c2ccc(Br)o2)c(C(=O)O)cc1OC	1	-4%	8%	?
CCOCCCNCc1ccc(Cl)cc1	-8	nt	-1%	33
CCOc1ccc(NC(=O)c2cccc3c2C(=O)N(CCOC)C3)cc1	4	3%	9%	-8
O=C(NCc1ccc2c(c1)OCO2)c1cnc2n(c1=O)CCS2	-2	7%	-5%	0
Cc1ccc(NC(=O)N2CCC(C(=O)Nc3ccc(C)cc3C)CC2)cc1	0	nt	4%	-22
CCn1c(Cc2ccccc2)nnc1SCC(=O)NC(C)(C)C	-2	2%	-2%	-23
CCOC(=O)C1CCN(c2cc(=O)n(-c3ccccc3Cl)c(=O)[nH]2)CC1	-3	nt	2%	-27
Cc1cccc(/C(N)=N/OC(=O)CCCN2C(=O)c3ccccc3C2=O)c1	-4	-4%	2%	19
COCCOC(=O)C1=C(C)NC(C)=C(C(=O)OC(C)C)[C@@H]1c1cccc([N+](=O)[O-])c1	7	-5%	-4%	nt
Cc1cc(NC(=O)CSc2nc(-c3cccnc3)ccc2C#N)no1	1	-4%	-7%	7
Cc1ccccc1C(=O)Nc1cc(S(=O)(=O)N2CCCCC2)ccc1N1CCN(C)CC1	nt	nt	0%	28
O=C(Nc1cccnc1)c1ccccc1-c1nc(-c2ccccc2F)no1	4	-2%	6%	-25
Cn1c(C2CCCN2C(=O)OC(C)(C)C)n[nH]c1=S (stereo unspecified)	-10	10%	-2%	11
COc1ccc(OC)c(NC(=O)CCN2CC(C)OC(C)C2)c1 (stereo unspecified)	-3	-6%	-4%	20
CC(=O)Nc1ccc(C(=O)CS(=O)(=O)c2ccc(C)cc2)cc1	1	-10%	-15%	?
O=S(=O)(O)C1CCNCC1	3	-9%	-2%&-5%	-2
COc1cc(COc2ccc3c(C)c(Cc4ccccc4)c(=O)oc3c2)cc(OC)c1OC	13	-7%	3%	?
CSc1ccccc1NC(=O)CN(C)CC(=O)Nc1c(F)cccc1F	nt	nt	-3%	-18
CCCCCCCCCCCCCCCC[n+]1ccc(C(N)=O)cc1	nt	nt	29%	-26
NS(=O)(=O)c1cccn1-c1ncc(C(F)(F)F)cc1Cl	-1	-1%	9%	?
CCC(=O)N1C(=O)CCN(C(C)=O)c2ccccc21	?	nt	-2%	-94*
CC(C)C(NC(=O)c1ccccc1)C(=O)NCc1ccccn1 (stereo unspecified)	9	2%	0%	?
COc1ccccc1CNC(=O)C1COc2ccccc2O1 (stereo unspecified)	-2	1%	-3%	-19
Cc1cccc(C)c1NC(=O)C1(N(Cc2ccco2)C(=O)CC2NC(=O)NC2=O)CCCCC1 (stereo unspecified)	-9	10%	3%	-1
CC1CCCc2sc3nc(NCc4ccco4)n4ncnc4c3c21 (stereo unspecified)	-2	nt	-9%	270
O=C/C(=C\Nc1ccc(Cl)cn1)c1nc2ccccc2o1	3	nt	4%	88
COCCCNC(=O)COc1ccc(Br)cc1Cl	nt	nt	-1%	-90*
O=C(N1CCCCCC1)N1CCN(S(=O)(=O)N2CCOCC2)CC1	-5	5%[2.29 µM]	4%	30
Cc1ccc2[nH]c3c(c2c1)CN(C(=O)CN1CCN(c2cccc(C)c2C)CC1)CC3	8	20%	-17%	?
Cc1nc2ccccc2n1C1CCN(CC(=O)NCc2ccc(F)cc2)CC1	4	38%[activator]	3%	12
CSc1ccccc1C(=O)NCCCOC(C)C	-3	6%	4%	11
CCOC(=O)N1CCC(NC(=O)c2cnn3cccnc23)CC1	?	-3%	-1%	-11
O=c1[nH]c2cc3c(cc2cc1C(c1nnnn1Cc1ccccc1)N1CCCc2ccccc21)OCO3 (stereo unspecified)	-4	nt	0%	-119*
COc1ccc(N(CC(=O)Nc2ccc3c(c2)OCO3)S(=O)(=O)c2c(C)nn(C)c2C)cc1	12	nt	-25%	20
CCN1C(=O)CSc2ccc(C(=O)NCc3ccco3)cc21	?	9%	-5%	-30
Cc1ccc(NC2=CC(=O)CC(c3ccc(Cl)cc3)C2)cc1 (stereo unspecified)	nt	nt	-2%	5
CCOc1ccccc1C1CC(c2cccc(NS(C)(=O)=O)c2)=NN1C(=O)c1ccccc1 (stereo unspecified)	nt	nt	-3%	25
CN(c1ccc(OCC(=O)OCC(=O)Nc2c(F)c(F)c(F)c(F)c2F)cc1)S(=O)(=O)c1ccc(F)cc1	nt	nt	0%	-107*
Cc1ccc(OCCN2CCN(C(=O)CCC(=O)Nc3nnc(C(C)C)s3)CC2)cc1	7	11%	-5%	-10
COc1ccc(CC(=O)c2ccc(O)cc2O)cc1	nt	-22%	-26%	nt
COc1ccccc1N1CCN(C(=O)c2ccc3nc[nH]c3c2)CC1	nt	nt	-5%	17
COc1ccccc1NS(=O)(=O)c1cc(NC(=O)Nc2cccc(C)c2)ccc1N1CCCCC1	nt	nt	0%	-4
c1ccc2c(C3=NNC(=NC4CC4)SC3)c[nH]c2c1	nt	nt	0%	-15
S=C(NC1CCCCC1)N1CCC([C@H]2C=NC=N2)CC1	-1[20.6 µM]	5%[25.6 µM]	-3%[25.6 µM]	nt
O=C(CCN1C(=O)C2C3CC(C(Br)C3Br)C2C1=O)OCC(=O)c1ccccc1 (stereo unspecified)	-1	nt	-3%	?
COc1ccc(Nc2nc(N)nc(CN3CCOCC3)n2)cc1	-2	12%	6%	3
CCn1c(SCc2nc3sc(C(=O)O)c(C)c3c(=O)[nH]2)nc2ccccc21	?	11%	1%	54
COc1ccc2c(c1)c(=O)oc1cc(OCC(=O)NC3CC3)ccc12	-13	-8%	2%	?
Cc1cc(O)c(C(C)C)cc1NC(=O)Nc1cccc2ccccc12	nt	-13%[11.4 µM]	-2%[11.4 µM]	nt
Cc1nnc(SCCC(=O)Nc2nc(-c3ccccc3)ns2)s1	3	0%	-13%	-12
N#CC1=C(S)N(c2ccccc2)C(c2ccc(-c3cc(Cl)ccc3Cl)o2)NC1=O (stereo unspecified)	nt	nt	-9%	13
COCCN(C(C)=O)c1nnc(-c2ccccn2)s1	-2	-6%	-3%	?
O=C1CC(C(=O)Nc2nccs2)C(c2ccccc2)O1 (stereo unspecified)	-1	0%	-1%	1
Cc1[nH]c2ccccc2c(=O)c1SC(F)(F)C(F)C(F)(F)F (stereo unspecified)	6	-5%	5%	-19
NS(=O)(=O)c1ccc(NC(=O)CCc2ccccc2)cc1	8	-2%	-2%	-10
COc1ccc(C2CC(=O)N3CN(c4ccc(C)c(Cl)c4)CSC3=C2C#N)cc1 (stereo unspecified)	-2	16µM*	-27%	63
Cc1cccc(C)c1NC(=O)CSc1cc(C(=O)c2nccn2C)c2ccccc2n1	nt	nt	0%	39
Cc1cccc(Cn2cnc3ccccc32)c1	-7	46%[activator]	4%	-15
COc1ccccc1C1=NOC(Cn2c(=O)c3c(ncn3C)n(C)c2=O)C1 (stereo unspecified)	6	-4%	-1%	?

Sorted by count of non-hydrogen atoms (high to low): some entries from above
SMILES	IMPase cell inh	ALOX15B inhib	ALOX12 inhib	PNC inhibitor
COc1ccc(C2CC(=O)N3CN(c4ccc(C)c(Cl)c4)CSC3=C2C#N)cc1 (stereo unspecified)	-2	16µM*	-27%	63
Cc1nnc(SCCC(=O)Nc2nc(-c3ccccc3)ns2)s1	3	0%	-13%	-12
NS(=O)(=O)c1ccc(NC(=O)CCc2ccccc2)cc1	8	-2%	-2%	-10
S=C(NC1CCCCC1)N1CCC([C@H]2C=NC=N2)CC1	-1[20.6 µM]	5%[25.6 µM]	-3%[25.6 µM]	nt
COc1ccc(CC(=O)c2ccc(O)cc2O)cc1	nt	-22%	-26%	nt
Cc1cccc(Cn2cnc3ccccc32)c1	-7	46%[activator]	4%	-15

(listing goes on)
SMILES	IMPase cell inh	ALOX15B inhib	ALOX12 inhib	PNC inhibitor
Cc1ccc(C)c(NC(=O)c2ccccc2NS(=O)(=O)c2cc([N+](=O)[O-])ccc2C)c1	nt	nt	1%	107
CCCCNC(=O)C1CC(=O)N(CCC(C)C)C1 (stereo unspecified)	0	2%	-6%	20
N#C/C(=C\c1cccc(Oc2ccc(C(F)(F)F)cc2[N+](=O)[O-])c1)c1nc2ccccc2[nH]1	2	-15%	5%	64
CCOC(=O)C(C)n1cnc2c(cnn2-c2ccc(Cl)cc2)c1=O (stereo unspecified)	-12	2%	0%	-1
CCCC(=O)N(c1ccc(OC)cc1)C1C=CS(=O)(=O)C1 (stereo unspecified)	13	-2%	6%	21
Cn1c(C(=O)N2CCN(C(=O)c3ccco3)CC2)cc2c(=O)n3ccccc3nc21	?	-13%	-9%	?
CCOC(=O)c1sc(NS(=O)(=O)c2ccccc2)nc1C	6	-6%	-2%	?
Cc1nn(Cc2ccccc2)c(C)c1CCC(=O)O	12	-2%	-2%	72
Cc1c(C(=O)Nc2nc3ccccc3[nH]2)oc2ccc(Br)cc12	-4	nt	-4%	-19
COc1ccc(N(C)S(=O)(=O)c2cccc(C(=O)NCC3CCCO3)c2)cc1 (stereo unspecified)	12	0%	-7%	35
COc1ccc(OC)c(-n2c(-c3ccccc3)n[nH]c2=S)c1	-8	-5%	-2%	-8
COc1ccc(F)cc1S(=O)(=O)NC1CCCC1	2	-6%	-5%	2
COc1cc(NC(=O)c2ccc(NS(=O)(=O)c3c(C)noc3C)cc2)cc(OC)c1	7	6%	-2%	8
COC(=O)c1ccc(OC(=O)CCN2C(=O)C3CCCCC3C2=O)cc1 (stereo unspecified)	8	nt	3%	-21
COc1ccccc1CNc1nc(-c2ccc(N(C)C)cc2)nc2ccccc12	nt	-14%	-16%	nt
CCCCOC(=O)c1ccc(O)cc1	7[20.6 µM]	-7%	-1%	15
O=C(COC(=O)c1ccccc1)Nc1ccccc1Sc1ccccc1	nt	nt	0%	?
CCOC(=O)Cc1cc(-c2ccccc2)nc2ccc3ccccc3c12	6	24%	1%	11
COc1ccc(C(=O)NCC(=O)OCC(=O)c2ccc3c(c2)OCCO3)cc1	5	-3%	5%	-9
CCOc1cc(CNCc2cccs2)cc(Br)c1OC	?	63%[activator]	4%	51
Cc1ccc(Cn2nnc3c(=O)n(CC(=O)N4CCCc5ccccc54)cnc32)cc1	-7	nt	5%	?
CC(C)(O)c1cn(-c2nonc2N)nn1	-2	4%	0%	-8
Fc1cccc(Nc2ncnc3sc4c(c23)CCC4)c1	nt	nt	1%	?
CCCCCC(=O)NC(=S)Nc1ccc(N2CCOCC2)cc1	nt	nt	-13%	-28
CC(C)C1Nc2ccc(S(N)(=O)=O)cc2C2C=CCC21 (stereo unspecified)	12	?	-25%	?
COc1ccc(C(c2sc3nc(C)nn3c2O)N2CCC(O)CC2)cc1OC (stereo unspecified)	6	-4%	2%	-16
CN(C)C(=O)/C(=C\c1cccc(Oc2ccccc2)c1)NC(=O)c1ccccc1	10	nt	0%	-30
O=C(COC(=O)C1CCN(S(=O)(=O)c2ccc3c(c2)OCCO3)CC1)Nc1cccc2ccccc12	nt	nt	-1%	26
COc1ccc(CN2CCN(S(=O)(=O)c3ccc(F)cc3)CC2)c(OC)c1OC	-4	-8%	-6%	-12
O=C1c2ccccc2[C@@H]([C@@H]2c3ccccc3C(=O)c3cc(Br)ccc32)c2ccc(Br)cc21	nt	1%[11.4 µM]	2%[11.4 µM]	nt
CN(C)S(=O)(=O)c1ccc2c(c1)C(CC(=O)O)OC2=O (stereo unspecified)	-5	0%	1%	-19
CC1OC2(OC1C)C(=O)Nc1ccccc12 (stereo unspecified)	-1	-6%	2%	90
CS(=O)(=O)N(CC(=O)N1CCN(c2ccccc2F)CC1)c1ccc2c(c1)OCCO2	4	-5%	-7%	20
